# Compound activity deposited in PubChem BioAssay by National Center for Advancing Translational Sciences (NCATS).
# 12-LOX inh: Primary qHTS assay for inhibitors of human arachidonate 12S-lipoxygenase (ALOX12): Round 2; 1.1% of 580,000 active; Potency, µM (series often up to 108 µM), without a hit: top-dose activity change, negative = inhibition, most hits filed as inhibitors; purified 12hLO, xylenol orange hydroperoxide absorbance; active = well fitted inhibition curve with a large enough effect; inconclusive = small, poorly fitted or top-dose-only effect, or another doubt; inactive = no such curve, though single readings can be large or run the other way
# Target sequence (P18054 whole entry, looked up): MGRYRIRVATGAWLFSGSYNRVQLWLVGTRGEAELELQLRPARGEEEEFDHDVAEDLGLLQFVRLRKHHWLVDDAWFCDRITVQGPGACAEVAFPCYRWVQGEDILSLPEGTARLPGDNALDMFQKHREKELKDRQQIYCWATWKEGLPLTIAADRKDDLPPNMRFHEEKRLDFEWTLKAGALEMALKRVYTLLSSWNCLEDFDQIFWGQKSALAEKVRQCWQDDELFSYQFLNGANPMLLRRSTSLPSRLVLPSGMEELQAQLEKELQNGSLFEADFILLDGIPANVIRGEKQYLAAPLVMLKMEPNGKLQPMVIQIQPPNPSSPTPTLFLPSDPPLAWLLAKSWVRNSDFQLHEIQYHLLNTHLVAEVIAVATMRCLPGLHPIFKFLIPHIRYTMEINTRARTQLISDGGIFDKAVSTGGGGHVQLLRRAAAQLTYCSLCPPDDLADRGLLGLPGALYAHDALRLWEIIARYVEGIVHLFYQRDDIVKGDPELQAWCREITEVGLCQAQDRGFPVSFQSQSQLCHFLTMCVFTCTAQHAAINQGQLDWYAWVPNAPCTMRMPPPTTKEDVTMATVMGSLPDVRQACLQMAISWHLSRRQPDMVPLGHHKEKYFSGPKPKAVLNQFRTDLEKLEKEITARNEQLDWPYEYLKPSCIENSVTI
#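 Hydroperoxide product was detected by ferrous iron/xylenol orange as the 573 to 405 nm absorbance ratio. Arachidonic acid at 40 uM (final) was turned over for 30 min at room temperature by 150 nM human 12hLO, pH 7.0 Hepes buffer, after 15 min compound preincubation.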
# * marks the source's active call; other numbers are inactive results; ? = inconclusive; [ ] = dose if it differs, or a comment. % is scaled to controls: 0 for no effect and ±100 for the full control effect; potency is read from the fitted curve at half-maximal effect. These rows are one share of the data (hit frequency here may not be typical).
smiles	12-LOX inh
COC(=O)C1=C(C)N(Cc2cccc(C(F)(F)F)c2)C(=NCc2ccc3c(c2)OCO3)NC1c1cccc(F)c1 (centres undefined)	?
c1ccc(-c2cc3c(ccn3Cc3ccncc3)c(N3CCOCC3)n2)cc1	-12%[176 µM]
COc1ccccc1NC(=O)C1c2ccccc2C(=O)N(Cc2ccccc2)C12CCCC2 (centres undefined)	10%
N#CC[C@@H](NC(=O)C1=C[C@@H](N)[C@@H](O)[C@H](O)C1)C(N)=O	62%[activator][176 µM]
COc1cc(SC)ccc1C(=O)N[C@H]1C[C@@](O)(C(=O)N[C@H](C)C(N)=O)C[C@@H](O)[C@@H]1O	39%[activator]
O=S(=O)(c1ccccc1)N1CCC(c2noc3ccccc23)CC1	-3%
CCCc1noc(-c2ccn3c(CNC(=O)c4cc5ccccc5[nH]4)nnc3c2)n1	?
COC[C@@H]1CN(Cc2ccc[nH]2)C[C@H]1c1ccncc1	167%[activator]
Cc1cc(OCCN2CCOCC2)c(C)c2c1CC[C@@H]([C@H](C)C(=O)N1CCCCC1)C2	13%[176 µM]
COc1cccc(NC(=O)N[C@H]2CCN(C(=O)c3cnccn3)[C@@H]2C(=O)N[C@@H](Cc2cccs2)C(N)=O)c1	37%[activator]

# Sorted by length of the SMILES (low to high): some entries from above
smiles	12-LOX inh
O=S(=O)(c1ccccc1)N1CCC(c2noc3ccccc23)CC1	-3%
CCCc1noc(-c2ccn3c(CNC(=O)c4cc5ccccc5[nH]4)nnc3c2)n1	?
Cc1cc(OCCN2CCOCC2)c(C)c2c1CC[C@@H]([C@H](C)C(=O)N1CCCCC1)C2	13%[176 µM]
COC(=O)C1=C(C)N(Cc2cccc(C(F)(F)F)c2)C(=NCc2ccc3c(c2)OCO3)NC1c1cccc(F)c1 (centres undefined)	?
COc1cc(SC)ccc1C(=O)N[C@H]1C[C@@](O)(C(=O)N[C@H](C)C(N)=O)C[C@@H](O)[C@@H]1O	39%[activator]

# As a short view, four of the compounds above:
smiles	12-LOX inh
CCCc1noc(-c2ccn3c(CNC(=O)c4cc5ccccc5[nH]4)nnc3c2)n1	?
COC[C@@H]1CN(Cc2ccc[nH]2)C[C@H]1c1ccncc1	167%[activator]
Cc1cc(OCCN2CCOCC2)c(C)c2c1CC[C@@H]([C@H](C)C(=O)N1CCCCC1)C2	13%[176 µM]
COc1cccc(NC(=O)N[C@H]2CCN(C(=O)c3cnccn3)[C@@H]2C(=O)N[C@@H](Cc2cccs2)C(N)=O)c1	37%[activator]

# Next part
smiles	12-LOX inh
c1cncc(-c2noc(CCc3nc(C4CCOC4)no3)n2)c1 (centres undefined)	7%
CN1C[C@H](N(C)C)CCC[C@@H](C(=O)NCc2cc(F)cc(F)c2)CC1=O	15%[176 µM]
CO[C@H]1[C@H](NC(=O)c2noc3c2CCCC3)c2ccccc2C12CCNCC2	16%
CC(C)c1cc(C(=O)N2C[C@@H](C)[C@](O)(C3CC3)C2)nc2ncnn12	73%[activator]
O=C(NCC1CCC2(CCN(Cc3cccn3-c3ccc(Cl)cn3)CC2)O1)c1ccccc1 (centres undefined)	5%
COc1cc(O)ccc1CN1CCn2nnc(CCC(=O)N3CCCC3)c2C1	?
CCc1cccc(OC2CN(C(=O)C3CCCN(CC(N)=O)C3)C2)c1 (centres undefined)	?
CCOc1ccccc1NC(=O)N1CCCCCCNC(=O)[C@H]2CCC[C@H]21	31%[activator]
NC(=O)c1c(N)[nH]c(C(=O)c2ccccc2)c1-c1ccccc1Cl	-19%
CCOc1ccccc1CN1C[C@@H](CO)[C@H](NC(=O)C2CC2)C1	-6%
CCc1cc(S(=O)(=O)O)c2cc(C(C)C)cccc1-2	-19%[22.9 µM]
COc1ccc(CCc2nc3nccc(-c4ccc(OC)cc4)n3n2)cc1	13%
Cc1ccccc1C(C(=O)NCc1nc(-c2ncccn2)no1)N(C)C (centres undefined)	6%
CC(C)C[C@H]1COc2cccc(N3CCOCC3)c2S(=O)(=O)N1	0%
Cc1ccccc1Oc1c(CCC(=O)N2CCSCC2)c(C)nn1-c1ccccc1C	14%
CNC(=O)c1cccc2c1CCN2C(=O)Nc1ccc(F)cc1	30%
Cc1ccccc1C(=O)N[C@H](C(=O)N1CCC[C@H]1C(=O)NCc1ccccc1)c1ccccc1	-5%
CCNC(=O)N1CCOc2ccc(CCC(=O)N3CCCCC3c3cccnc3)cc2C1 (centres undefined)	48%[activator]
Cc1noc(C)c1CC(=O)NCC1Cn2cccc2C(=O)N1CC(C)C (centres undefined)	10%
O=C(Nc1ccccc1Cl)C1CCCN1c1nc2ncccc2o1 (centres undefined)	-11%
O=C(NC1CC1)C1(CCO)CCN(c2ncccn2)C1 (centres undefined)	36%[activator]
CN1CCN(C(=O)c2cc3n(n2)CC(c2ccc(Br)cc2)OC3)CC1 (centres undefined)	5%
O=C(c1cccc(C(F)(F)F)c1)N1CCC(c2n[nH]c(=O)n2Cc2ccc(F)cc2)CC1	?
O=C(c1cccnc1OC1CCN(S(=O)(=O)Cc2ccccc2)C1)N1CCCCC1 (centres undefined)	42%[activator]
CC(C)N1C[C@@H](NCc2ccccc2O)C[C@H]1C(=O)N1CCN(c2cccc(C(F)(F)F)c2)CC1	37%[activator]
COC(=O)[C@]12C[C@H](CC(=O)NCCCN3CCCC3=O)C(=O)N(Cc3ccccc3)C1=C[C@H](COCc1ccccc1)O[C@@H]2C	4%
O=C(NC1CCOCC1)c1ccc2c(c1)C1(CCN(CC3CC3)C1)CN2Cc1ccccc1 (centres undefined)	11%
Cc1cc(C(=O)N2C[C@@H](CO)[C@H](c3ccccn3)C2)n(C)n1	-7%
CCOc1ccc(C(=O)N2CCCC(n3cc(-c4nc(C)no4)nn3)C2)cc1 (centres undefined)	2%
CN1CCC(C(=O)N2CCC(n3c(=O)[nH]c4ccccc43)CC2)CC1	-10%
O=C1NC2(Cc3ccccc31)CN(C(=O)C1CCCC1)C2	9%[12.5 µM]
O=C1[C@@H]2C[C@@H](CN2Cc2cnc3ccccc3c2)Oc2ccccc2N1Cc1ccccc1	20%
Cc1ccncc1C(=O)N1CCC(C(=O)N2CCCCCCNC(=O)CC2)CC1	34%
CNC(=O)[C@@H]1C[C@H](n2cc(CN(C)C(=O)Nc3ccccc3)nn2)CN1	45%[activator]
O=Nc1ccccn1	-41%
COCc1cc(N2CCN(C(=O)OC(C)(C)C)C[C@H]2C)ccc1N1C[C@@H](C)O[C@@H](C)C1	-13%
CCc1nc2c(c(-c3ccc(O)cc3)n1)CN(Cc1ccnn1C)CC2	19%
O=C(c1ccccc1Cl)N1CCC(N(Cc2ccccc2)C2CCOCC2)CC1	?
COC(=O)[C@]12C[C@H](CC(=O)NCC3CCCCC3)C(=O)N(CCC3=CCCCC3)C1=C[C@H](C(C)(C)C)O[C@@H]2C	-3%
CCc1cc(C(=O)N2CCC(Oc3ccccc3)(C(=O)O)CC2)cs1	49%
CN1CCC(Cc2ccc(C(=O)N3CCCC3)cc2)CC1	45%[activator]
O=C(C1CC1)N1CCCC(c2nn(-c3ccccc3)c(=O)[nH]2)C1 (centres undefined)	25%[176 µM]
O=[S+]1([O-])NC2(CCN(CC3CCCC3)CC2)COc2ccccc21	2%[6.33 µM]
COc1ccc(C[C@H](NC(=O)[C@@H]2C[C@H](NC(=O)Nc3ccc(F)cc3F)CN2C(=O)CC(C)(C)C)C(N)=O)cc1	25%
COC(=O)c1ccc(NC(=O)Cn2nc3n(c2=O)CCCC3)cc1	30%
CC[C@H]1OC(=O)[C@H](C)[C@@H](O[C@H]2C[C@@](C)(OC)[C@@H](O)[C@H](C)O2)[C@H](C)[C@@H](O[C@@H]2O[C@@H](C)C[C@H](N(C)C)[C@@H]2O)[C@](C)(O)C[C@@H](C)C(=O)[C@H](C)[C@@H](O)[C@]1(C)O	3%[57.4 µM]
C=CCN=C1NC(c2ccccc2)C(C(=O)OC)=C(C)N1C (centres undefined)	?
Cc1cccc(-c2noc(CCC(=O)N3CCC(C)(c4noc(C)n4)CC3)n2)c1	16%
COc1ccc(C(=O)N[C@@H]2C=C(C(=O)N[C@H](C)C(N)=O)C[C@@H](O)[C@@H]2O)cc1	40%[activator][176 µM]
O=C(Cc1ccccc1F)NCCC1CCN(C(=O)Nc2ccc(F)cc2F)CC1	44%[activator]

# Additional entries.
smiles	12-LOX inh
Cc1cc(C(=O)NCC2Cc3cccc(-c4cncnc4)c3O2)c(C)o1 (centres undefined)	9%
c1ccc(Cc2noc(CCn3ccnc3-c3ccncc3)n2)cc1	5%
Cn1cc(NC(=O)C[C@H]2NC(=O)c3ccccc3NC2=O)cn1	8%
O=C(c1ccc(N2CCC(CO)C2)nc1)N1CCC(Oc2cccnc2)CC1 (centres undefined)	19%
O=C1CC2(CCN(C(=O)[C@@H]3CCCN3)CC2)CN1Cc1ccc(F)c(F)c1	-12%
C=C(C)C#CC(Cc1ccccc1)NCC1CC1 (centres undefined)	?
Cc1ccc(Cc2c(-c3ccc(C#N)cc3)nc3ccc(C)cn23)cc1	?
O=C(N[C@@H]1CCC[C@@H]1C(=O)N1CCSCC1)c1ccncc1	19%
COc1ccccc1N1CCCc2ncc(C(=O)Nc3ccccc3C)cc21	-7%[176 µM]
CC(C)Oc1cccc(-c2nnc(CCC(=O)NCCOc3ccccc3)c(=O)[nH]2)c1	-3%
CCC(=O)NCc1ccccc1-c1ccnc(C)c1	6%
CN1[C@@H](CCC(=O)NCc2cccs2)CNC(=O)[C@@H]2[C@H]1CCN2Cc1cccc(Cl)c1	34%
O=C(c1c(F)cccc1F)N1CCC(n2cc(-c3nc(-c4ccccc4)no3)nn2)CC1	?
Cc1cccc(Cn2cc(CN3CC(N(C)CCCOC(=O)c4cc5ccccc5o4)CS3(=O)=O)nn2)c1 (centres undefined)	?
Cc1cccc(OC[C@H]2C[C@@H](NC(=O)c3ccccc3)[C@H](O)[C@@H]2O)n1	?
CC(C)CCN1CCC2(C1)C(=NC1CCCC1)NC(=O)N2c1cccnc1 (centres undefined)	-10%
CC1=C[C@@H](CNC2CCOCC2)[C@H](C(C)C)C[C@H]1Cc1nc2ccc(F)cc2[nH]1	54%[activator][176 µM]
C[C@@H](NC(=O)c1ccc2c(c1)OCO2)c1onc(-c2ccc(F)cc2)c1C(=O)O	-2%[176 µM]
CCOc1ccccc1C(=O)N1CCCC2(C1)NC(=O)N(Cc1ccc(Cl)cc1)C2=O (centres undefined)	?
COCCNC(=O)c1ccc2c(c1)N(C)C(CC(=O)Nc1cccnc1)CO2 (centres undefined)	3%

# Next section.
SMILES	12-LOX inh
CN1CCN(c2ncnc3sc4c(c23)CCNC4)CC1	166%[activator]
COC(=O)c1ccccc1NC(=O)CN1C(=O)NC(c2ccc(C)cc2)C2=C1COC2=O (centres undefined)	?
CC(C)C(c1nnnn1Cc1ccccc1)N1C(=O)C(=O)c2ccccc21 (centres undefined)	?
CC(=O)c1cc(CN2CCC3(CC2)C(C(=O)O)CC(=O)N3C)cs1 (centres undefined)	48%
CN(Cc1ccccc1)C(=O)c1c(OCC2CC2)cc(=O)n2c1CCOCC2	46%[activator]
COc1ccc(N2CC(c3noc(-c4ccc(C(C)(C)C)cc4)n3)CC2=O)cc1OC (centres undefined)	-3%
COc1cc2c(cc1OC)C(CNC(=O)Cc1ccccc1)N(C(=O)NC(C)C)CC2 (centres undefined)	54%[activator]
C=CCN(Cc1cccc(OCC)c1)C(=O)CC1CNCCO1 (centres undefined)	-6%
O=C(Nc1ccnn1C1CCN(Cc2ccc(-c3ccccc3)cc2)CC1)C1CC1	?
CS(=O)(=O)N1CCN2C(=O)N(Cc3cccnc3)C[C@H]2C1	5%[176 µM]
COc1ccc(C(=O)N2CCCC(c3nc(-c4ccccc4)no3)CCNC(=O)CC2)cn1 (centres undefined)	7%
CC(=O)N1CCCN(C(=O)C(c2cccc(F)c2)N(C)C)CC1 (centres undefined)	62%[activator]
FC(F)(F)c1ccc(O[C@H]2COCCN(c3nc4ccccc4o3)C2)nc1	49%[activator][176 µM]
Cc1ncccc1C(=O)N1CCC(c2noc(-c3ccccn3)n2)C1 (centres undefined)	53%[activator]
O=C(c1cnccn1)N1C[C@@H]2OCC(=O)N(Cc3ccccc3)[C@@H]2C1	30%[176 µM]
O=c1c2nc(NCc3cccs3)ccc2ncn1Cc1ccccc1	44%[activator][176 µM]
O=C(c1ccoc1)N1CCC(c2noc(CO)n2)C1 (centres undefined)	51%[activator]
CN1CCCCCCN(C(=O)C2CCOCC2)[C@H]2CCC[C@H]2C1=O	20%
O=C(C1CC1)N1CCC2(CCCCO2)CC1	35%
Cc1nc(C)c(C(=O)N2CCCC(c3nn(C)c(=O)n3-c3ccccc3)C2)s1 (centres undefined)	40%[activator]
O=C(N[C@@H]1CN(CC2CC2)C[C@H]1CO)c1ccccc1	18%
COc1cccc(CN(Cc2cccnc2)C(=O)C2CNCCO2)c1OC (centres undefined)	?
Cn1ccc(C(=O)NCC2CCC3(CCN(Cc4cc(F)cc(F)c4)CC3)O2)n1 (centres undefined)	9%
Cc1sc2ncnc(N3CCC(NC[C@@H]4C[C@H](F)CN4)CC3)c2c1C	45%[activator]
CN(Cc1cc(=O)c2cc(C(N)=O)ccc2[nH]1)Cc1n[nH]c2c1CCCCC2	79%[activator]
COCCn1ncc(N2CCC(NC(=O)C(C)C)CC2)cc1=O	30%
O=C([C@H]1C[C@@H](F)CN1S(=O)(=O)c1cccc(C(F)(F)F)c1)N1CCOCC1	-4%
CCN(CC)C(=O)N1CCCN(C(=O)C2CC2)C(c2ccccc2)CC(=O)NCC1 (centres undefined)	49%[activator]
O=C(NC1CC(=O)N(CCCc2ccccc2)C1)c1ccc2c(c1)OCO2 (centres undefined)	17%
COc1ccc(-c2cc(C(=O)NC3CC3)c3c(C4CCNC4)nn(C)c3n2)cc1 (centres undefined)	9%[6.33 µM]
